# ALOX12 inh = blocks human arachidonate 12S-lipoxygenase; AID 1671190; Potency, µM (doses to about 108 µM), inactives show at the top dose activity change, negative = inhibition, actives largely listed as inhibitors; purified 12hLO, xylenol orange hydroperoxide absorbance; P18054; 1.1% of 580,000 active; further: potency means the concentration at half of the fitted maximal effect; on the % scale 0 is the no-effect control and ±100 the full control effect
# Target sequence (P18054 whole entry, looked up): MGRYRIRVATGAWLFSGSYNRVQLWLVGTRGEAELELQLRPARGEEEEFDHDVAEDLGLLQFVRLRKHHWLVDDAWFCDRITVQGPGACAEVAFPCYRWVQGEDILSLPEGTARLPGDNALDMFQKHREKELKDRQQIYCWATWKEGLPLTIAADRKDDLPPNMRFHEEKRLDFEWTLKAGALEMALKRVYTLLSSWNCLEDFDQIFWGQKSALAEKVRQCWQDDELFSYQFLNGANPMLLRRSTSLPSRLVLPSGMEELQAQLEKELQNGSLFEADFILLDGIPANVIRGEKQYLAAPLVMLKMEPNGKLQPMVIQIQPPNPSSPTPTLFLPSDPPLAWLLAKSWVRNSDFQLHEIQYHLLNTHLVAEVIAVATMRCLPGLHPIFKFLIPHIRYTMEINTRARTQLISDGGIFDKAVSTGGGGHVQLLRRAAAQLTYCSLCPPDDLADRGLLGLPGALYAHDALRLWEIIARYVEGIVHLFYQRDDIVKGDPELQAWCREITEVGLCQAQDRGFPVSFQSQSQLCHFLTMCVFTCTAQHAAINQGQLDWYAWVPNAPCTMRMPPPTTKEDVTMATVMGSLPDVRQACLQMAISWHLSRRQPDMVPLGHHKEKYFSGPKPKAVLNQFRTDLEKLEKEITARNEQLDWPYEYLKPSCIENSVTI
#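 Purified human 12hLO (150 nM final) in 25 mM Hepes, 0.01% Triton X-100, pH 7.0 was preincubated 15 min at room temperature with compound. Then 40 uM arachidonic acid was added, 30 min. Hydroperoxide was read by Fe-XO absorbance ratio 573/405 nm.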
# Pol kappa inh = blocks human DNA polymerase kappa activity. Q9UBT6. purified Pol kappa, fluorescent DNA synthesis assay, 10 min. Potency, µM (series often up to 107 µM), for inactives: at the top dose activity, negative = inhibition, hits mostly inhibitors. 0.53% of 400,000 active; further: potency means the concentration at half of the fitted maximal effect; on the % scale 0 is the no-effect control and ±100 the full control effect
#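 Enzyme at 10 nM met test compounds for 15 min at room temperature. Substrate addition (50 nM final) began the reaction, which was monitored by fluorescence at 0 and 10 min.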
# Pol eta inh = blocks human DNA polymerase eta activity; Q9Y253; recombinant Pol eta, fluorescent DNA replication assay; Potency, µM (titrated, usually from 114 µM), without a hit: top-dose activity change, negative = inhibition, hits mostly inhibitors; 1.2% of 390,000 active; further: potency means the concentration at half of the fitted maximal effect; on the % scale 0 is the no-effect control and ±100 the full control effect
#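 Pol eta (10 nM) was preincubated with compounds for 15 min at room temperature, after which fluorescent replication substrate (50 nM final) was added to start the reaction. Fluorescence was read kinetically at 0 and 10 min.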
# Apoferritin bind = binds horse apoferritin like a general anesthetic; P02791; apoferritin/1-aminoanthracene competitive binding, fluorescence; Potency, µM (series often up to 77.5 µM), for inactives: at the top dose activity change, negative = displacement, hits mostly inhibitors; 0.074% of 350,000 active; AID 485281; further: potency means the concentration at half of the fitted maximal effect; on the % scale 0 is the no-effect control and ±100 the full control effect; nearly all actives have a fitted effect of over 20% in size
# Target sequence (P02791 2-175 limits assumed): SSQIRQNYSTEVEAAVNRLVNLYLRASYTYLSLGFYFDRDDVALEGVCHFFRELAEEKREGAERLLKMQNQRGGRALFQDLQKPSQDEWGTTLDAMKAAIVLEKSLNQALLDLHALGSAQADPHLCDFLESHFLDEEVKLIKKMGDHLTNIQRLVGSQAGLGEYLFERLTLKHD
#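 Steps: apoferritin (10 uM) was premixed with half-saturated 1-AMA in PBS, compounds were pin-transferred, plates stood 10 min at room temperature, fluorescence was read at 380/535 nm, and curves were fitted with a Hill equation.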
# RGS4 inh = blocks human RGS4-accelerated GTP hydrolysis. 0.039% of 390,000 active. Transcreener GDP fluorescence polarization, RGS4-accelerated GTP hydrolysis. Potency, µM (top dose mostly 114 µM), without a hit: at the highest dose activity change, negative = inhibition, actives largely listed as inhibitors; further: potency means the concentration at half of the fitted maximal effect; on the % scale 0 is the no-effect control and ±100 the full control effect; nearly all actives have a fitted effect of over 75% in size; some results filed as inactive show a strong effect at the top dose
# Target sequence (P49798 whole entry, looked up): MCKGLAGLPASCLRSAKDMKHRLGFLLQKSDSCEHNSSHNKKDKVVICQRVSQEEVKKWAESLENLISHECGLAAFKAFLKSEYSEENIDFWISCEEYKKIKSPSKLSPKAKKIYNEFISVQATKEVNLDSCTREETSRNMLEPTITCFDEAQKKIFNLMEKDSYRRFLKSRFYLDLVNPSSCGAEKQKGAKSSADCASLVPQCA
#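 MLSMR compounds (23 nl, pin-transferred) preincubated 10 min at room temperature with a 500nM (2x) first reagent, then RGS4 at 900nM (2x) plus Transcreener GDP mix added; fluorescence polarization (620/688 nm) read before and after 90 min at 30 °C.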
# LDHA inh = inhibitors of human lactate dehydrogenase A; P00338; purified LDHA, NADH/diaphorase-resazurin fluorescence; hits give low values; activity change, % (values are at about 110 or 230 µM); 0.15% of 480,000 active; AID 1347041; in the data active means activity change below about -30%; inconclusive means mostly about -25% to -30%;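 further: plate controls were DMSO wells for no effect and wells without enzyme for full effect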
#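 Resorufin fluorescence (ex540/em590), read at 0 and 20 min after diaphorase/resazurin addition, reports the NADH left after a 5 min room-temperature reaction of 2 nM human LDH5 with 0.06 mM NADH and 0.2 mM pyruvate.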
# ERG-DNA inh = ERG Ets/DNA interaction inhibition; AID 624246; Potency, µM (top dose mostly 76.9 µM), inactives show at the top dose FP activity, negative = inhibition, usual class: inhibitors; 0.028% of 370,000 active; P11308; fluorescence polarization, His-ERG Ets domain / labelled DNA; active means well fitted inhibition curve with a large enough effect in the polarisation, with a control signal flat; inconclusive means small, poorly fitted or top-dose-only effect, or effect the other way, or a change in a side signal; inactive means no such curve, though single readings can be large or run the other way; the % refers to the polarisation;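 further: polarization taken with two DNA probes labelled with fluorescein and Texas red; potency means the concentration at half of the fitted maximal effect; % of control where 0% means no effect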
#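 His-tagged ERG Ets domain (1 uM in the protein solution; 300mM KCl, 50mM Tris-HCl, 1mM EDTA, 1mM DTT, pH 7.5) received compound, then a probe mix of 5 nM fluorescein-DNA and 100nM Texas-615-DNA. Fluorescence polarization was read for both dyes.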
# POLB inh = blocks human DNA polymerase beta activity. AID 485314. Potency, µM (top dose mostly 114 µM), for the others: at the highest dose activity change, negative = inhibition, hits mostly inhibitors. 1.3% of 340,000 active. P06746. Pol beta primer extension/strand displacement, fluorescence kinetic; further: potency means the concentration at half of the fitted maximal effect; on the % scale 0 is the no-effect control and ±100 the full control effect
#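 Homogeneous kinetic assay of primer extension and strand displacement by 10 nM Pol beta, preincubated 15 min at room temperature with compound before 50 nM substrate (final) was added. Read at 0 and 10 min; four-parameter Hill fit.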
# APEX1 inh = APE1 (human) endonuclease inhibition; P27695; recombinant APE1, TAMRA/BHQ-2 abasic DNA cleavage fluorescence; Potency, µM (series often up to 65.8 µM), inactives show top-dose activity change, negative = inhibition, most hits filed as inhibitors; 0.35% of 350,000 active; AID 2517;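 further: potency means the concentration at half of the fitted maximal effect; plate controls were vehicle for no effect and reference inhibitor for full effect; nearly all actives have a fitted effect of over 55% in size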
#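 Readout is kinetic fluorescence (ex 525, em 598 nm) from cleavage of 50 nM TAMRA/BHQ-2 THF abasic duplex by 0.75 nM APE1, compound added 15 min beforehand at RT.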
# * marks the source's active call; other numbers are inactive results; ? = inconclusive; . = not tested or not shown; & = joins results of further samples; [ ] = dose if it differs, or a comment. Unless noted, the call rests on the fitted dose curve; in most records, active means well fitted curve in the direction sought with a large enough effect; inconclusive means small, poorly fitted or top-dose-only effect, or another doubt; inactive means no such curve, though single readings can be large; an effect the other way counts as inactive or inconclusive.
ALOX12 inh	Pol kappa inh	Pol eta inh	Apoferritin bind	RGS4 inh	LDHA inh	ERG-DNA inh	POLB inh	APEX1 inh	structure
-13%	1%	-13%	.	-27%	1	12%	.	.	Nc1ccc(CCc2ccccn2)cc1
-26%	-3%	6.3µM*	-7%	-16%	1	-4%	16µM*	13%	NC(=S)n1[nH]c(-c2ccc([N+](=O)[O-])cc2)c(N=Nc2ccccc2[N+](=O)[O-])c1=O
3%	-13%	-8%	.	-35%	-1	-3%	.	32%	O=C(CN1C(=O)NC(Cc2c[nH]c3ccccc23)C1=O)Nc1ccccc1C(F)(F)F (centres undefined)
-16%	-25%	-17%	-6%	8%	-2	-1%	-26%	-8%	O=C1C2C(c3ccccc3)CC=CC2[C@H](c2ccoc2)N1Cc1ccccc1 (some centres undefined)
6.3µM*	-3%	-1%	-9%	?	-4	6%	31%	8%	COc1ccc(-c2n[nH]c(=S)n2-c2ccc(C)cc2C)cc1
3%	3%	-3%	-13%	0%	-7	-4%	49%	-1%	O=C(NNC(=O)c1ccccc1Br)c1cccc(Cl)c1
-16%	-10%	9%	-11%	2%	2	-1%	6%	2%	COc1cc(/C=N/NC(=O)c2cccnc2)ccc1OC(=O)c1ccc2c(c1)OCO2
-3%	-1%	-10%	-9%	21%	10	-4%	2%	4%	CCOC(=O)c1cccc(S(=O)(=O)N(CCO)Cc2cc3cc(OC)c(OC)cc3[nH]c2=O)c1
0%[57.4 µM]	-10%	-3%	-7%	?	-8	?	?	6%	CCOC(=O)/C=c1\s/c(=C(\C#N)C(=O)OCC)n(-c2ccccc2)c1=O
52%[activator]	-19%	-13%	-17%	-5%	-6	5%	25%	12%	CCc1ccc2oc(-c3cccc(N)c3)nc2c1
57%[activator]	0%	-16%	.	-10%	-17	4%	.	6%	CCOC(=O)c1c(C)[nH]c(C(=O)N(C)CC(=O)Nc2ccc(OC)cc2)c1C
.	-14%	0%	4%	18%	-6	3%	40%	-4%	O=C(O)CNC(=O)c1ccc(NC(=O)/C(=C/c2ccccc2)NC(=O)c2ccccc2)cc1
?	-13%	-11%	.	21%	0	10%	.	-4%	COC(=O)[C@]1(C)N[C@H](CN(C)C(=O)C2CCCCC2)[C@@H]2C(=O)N(C)C(=O)[C@@H]21
?	-4%	-8%	.	-4%	-1	11%	.	-5%	CCN1C(=O)[C@H]2[C@H]3CN=C(SCc4ccc(C)cc4)N3[C@@](Cc3ccccc3)(C(=O)OC)[C@H]2C1=O
15%	-3%	-7%	-4%	28%	-3	21%	9%	10%	Cc1ccc(-c2nnc(NC(=O)c3c(F)cccc3Cl)s2)cc1
?	6%[60.1 µM]	-7%[57.1 µM]	3%	-12%&-32%[56.9 µM]	.	.	-4%[57.1 µM]	2%&-6%	CC(C)C[C@H](NC(=O)[C@@H](O)[C@H](N)Cc1ccccc1)C(=O)O
0%	4%	-10%	9%	10%	-7	3%	29%	.	CC1=C(C(=O)NCc2ccccc2C)C2(CCCCC2)OC1=O
4%	-22%	0%	-4%	8%	-1	0%	-1%	-8%	O=C(NCC1CCC(C(=O)O)CC1)c1cccnc1 (centres undefined)
7%	-35%	-1%	-4%	9%[11.4 µM]	-9	-5%	50µM*	15%	COc1ccc(C2=C(C)C(N3CCN(C(=O)c4ccco4)CC3)=NS2(=O)=O)cc1
?	10%	-4%	-12%	1%	3	0%	0%	-1%	O=C1NCCCCC1NC1CC(=O)N(c2ccccc2)C1=O (centres undefined)
17%	-3%	16µM*	-11%	-16%	2	2%	36%	-1%	CC1=NN(c2ccccc2)C(=O)/C1=C/C=C/c1ccccc1
-20%	?	-10%	50%[activator]	6%	-8	5%	4%	.	CCOc1ccc(CNCc2c(C(=O)O)c(C)n(Cc3ccc(F)cc3Cl)c2C)cc1
-38%	-16%	-11%	-7%	-6%	-4	0%	-17%	3%	O=C(Nc1ccc(N2CCN(Cc3ccccc3)CC2)cc1)c1cccnc1
-3%	3%	1%	.	-9%	-1	-2%	.	3%	CN(C(=O)c1ccc(NC(=O)Cc2ccc(NC(=O)C3CCCN(C(=O)C4CCCC4)C3)cc2)cc1)C1CC1 (centres undefined)
4%	-4%	7%	1%	15%	0	1%	-1%	2%	CN=C1CC(C)(C)CC(=O)/C1=C(/O)CCC(=O)NC
29%	-10%	5%	-5%	11%	0	0%	9%	3%	CCN1C(=O)C2C(C1=O)N1C(c3ccccc3)C3C(=O)N(CC)C(=O)C3N1C2c1ccccc1 (centres undefined)
18%	-2%	-5%	-11%	18%	-3	-24%	2%	?	O=C(Cn1nnc(-c2ccc(CN3CCOCC3)cc2)n1)N(c1ccccc1)c1ccccc1
493%[activator]	-18%	2%	-9%	-20%	-3	-1%	0%	2%	COc1ccc([N+](=O)[O-])cc1NC(=O)Cc1noc2ccccc12
0%&-11%	-20%&-5%	-1%&-20%	-14%	0%	-2&1	3%&1%	25%	3%	CCOc1ccccc1C1C(C(N)=O)=C(C)Nc2nc(-c3ccccc3Cl)nn21 (centres undefined)
-20%	-14%	-12%	-5%	5%	1	4%	3%	1%	COc1ccc(C(=O)Nc2ccc(-c3ccc(NC(=O)c4ccc(OC)cc4)c(OC)c3)cc2OC)cc1
72%[activator]	-5%	-18%	-6%	-1%	-3	7%	0%	-3%	Cc1ccnc(NC(=O)Nc2ccc(F)cc2)c1
?	-3%	-15%	-15%	14%	-4	-2%	-1%	7%	CCOc1ccc(-c2noc(CCC(=O)NCCc3ccccc3)n2)cc1OC
0%	-1%	-8%	2%	8%	-1	.	3%	2%	COc1ccc2nc(NC(=O)CCN3C(=S)NC(C)(C)CC3C)sc2c1 (centres undefined)
-5%	-6%	-16%	-10%	-4%	-6	-2%	0%	-7%	CSc1ccc(CN2CCN(CCC(C)C)C(CCO)C2)cc1 (centres undefined)
1%	-3%	-15%	-8%	1%	3	4%	7%	12%	Cc1cc(C)c(CN2CCC(n3nccc3NC(=O)C3CCOC3)CC2)cc1C (centres undefined)
27%	-2%	-22%	-7%	15%	1	3%	12%	-1%	CCn1c2ccccc2c2cc(NC(=O)c3cccc([N+](=O)[O-])c3)ccc21
324%&-10%[activator]	0%&7%	-17%&16%	-12%&-9%	-21%&-16%	-7&-2	2%&0%	10%&29%	20%	Cn1c(=O)c(=O)n(C)c2cc(S(=O)(=O)N3CCCC3C(=O)Nc3ccccc3F)ccc21 (centres undefined)
14%	-7%	-22%	-11%	-6%	-6	-8%	10%	7%	COc1ccccc1CC(=O)Nc1cccc2ccccc12
0%	-2%	-14%	-18%	?	22	6%	11%	-6%	c1cc(CNc2ccc(N3CCOCC3)cc2)ccn1
12%	-4%	-16%	-13%	-1%	-8	3%	0%	1%	CCC(=O)Nc1nc(-c2ccc3c(c2)CC(C)N3S(C)(=O)=O)cs1 (centres undefined)
-9%	-1%	7%	1%	25%	-12	3%	6%	11%	Cc1cc(C)c(C#N)c(N)n1
5%	1%	-6%	1%	-6%	1	-1%	17%	.	COc1ccccc1CCNC(=O)C(=O)NCC(c1cccnc1)N1CCN(c2ccccc2)CC1 (centres undefined)
-6%	0%	?	.	8%	-5	-5%	.	.	O=C(Nc1ccc(F)cc1)Nc1cccc(Br)c1
44%	9%	-19%	-3%	-9%	0	5%	7%	58%[activator]	COCc1c(C(=O)N/N=C(\C)c2ccc(Cl)s2)nnn1-c1nonc1N
?	-2%	-15%	-13%	42%	-7	-5%	-8%	.	Cc1nn(C)c(C)c1S(=O)(=O)N(CC(=O)Nc1ccc(F)cc1F)c1ccc(C(C)C)cc1

# Among those listed so far, these contain fluorine.
ALOX12 inh	Pol kappa inh	Pol eta inh	Apoferritin bind	RGS4 inh	LDHA inh	ERG-DNA inh	POLB inh	APEX1 inh	structure
3%	-13%	-8%	.	-35%	-1	-3%	.	32%	O=C(CN1C(=O)NC(Cc2c[nH]c3ccccc23)C1=O)Nc1ccccc1C(F)(F)F (centres undefined)
15%	-3%	-7%	-4%	28%	-3	21%	9%	10%	Cc1ccc(-c2nnc(NC(=O)c3c(F)cccc3Cl)s2)cc1
-20%	?	-10%	50%[activator]	6%	-8	5%	4%	.	CCOc1ccc(CNCc2c(C(=O)O)c(C)n(Cc3ccc(F)cc3Cl)c2C)cc1
72%[activator]	-5%	-18%	-6%	-1%	-3	7%	0%	-3%	Cc1ccnc(NC(=O)Nc2ccc(F)cc2)c1
324%&-10%[activator]	0%&7%	-17%&16%	-12%&-9%	-21%&-16%	-7&-2	2%&0%	10%&29%	20%	Cn1c(=O)c(=O)n(C)c2cc(S(=O)(=O)N3CCCC3C(=O)Nc3ccccc3F)ccc21 (centres undefined)
-6%	0%	?	.	8%	-5	-5%	.	.	O=C(Nc1ccc(F)cc1)Nc1cccc(Br)c1
?	-2%	-15%	-13%	42%	-7	-5%	-8%	.	Cc1nn(C)c(C)c1S(=O)(=O)N(CC(=O)Nc1ccc(F)cc1F)c1ccc(C(C)C)cc1

# Screens from PubChem BioAssay.

# An excerpt; rates above refer to the full screens.
